# High-throughput results deposited in PubChem by several laboratories.
# HCV core dimer = blocks dimerization of HCV core protein; 300,000 compounds, 0.33% hits; inhibition, % at 5 µM; TR-FRET GST/Flag-core106 dimerization, 1536-well;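 active means inhibition above the mean of all tested compounds plus 3 SD, set per screening campaign, cut at about 45% in these data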
#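 Assay system: GST-tagged and Flag-tagged HCV core protein residues 1-106 / Times: compound-protein-antibody incubation 4 h at 22.5 °C / Signal: time-resolved FRET, ex 340 nm, em 617 and 671 nm / Evaluation: % inhibition based on acceptor/donor emission ratio / Benchmarks: wells lacking GST-core106 and wells with excess unlabelled core106 / Repeats: singlicate, one well per compound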
# Efflux pump mplx = antifungal efflux pump inhibition, Nile Red retention; S. cerevisiae Candida pump triplex; inhibition, % at 10 µM; 330,000 compounds, 0.44% hits;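 active means plate passing quality check with inhibition over a set limit, or well fluorescence over plate mean plus 4 SD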;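 further: Nile Red retained in pooled yeast measured as flow cytometry median fluorescence; 0% = buffer negative control and 100% = Enniatin B positive control; higher means more Nile Red kept so more efflux inhibition; some compounds called inactive have numbers as strong as hits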
# ZTA counter = counter-screen for EBNA-1 inhibitors: inhibitors of Epstein-Barr virus ZTA; P03206; ZTA-DNA binding, fluorescence polarization; inhibition, % at 11 µM; 320,000 compounds, 0.15% hits; AID 2234; in the data active means inhibition above about 33%
# Target sequence (P03206 whole entry, looked up): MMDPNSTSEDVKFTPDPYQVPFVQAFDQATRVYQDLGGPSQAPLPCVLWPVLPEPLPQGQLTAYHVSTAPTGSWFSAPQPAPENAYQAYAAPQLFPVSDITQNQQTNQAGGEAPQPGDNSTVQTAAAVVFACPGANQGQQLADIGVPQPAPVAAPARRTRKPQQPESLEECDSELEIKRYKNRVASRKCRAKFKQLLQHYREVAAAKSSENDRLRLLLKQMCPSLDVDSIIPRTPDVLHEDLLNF
# TPT1 inh = C. albicans TPT1 enzyme inhibition; inhibition, % at 5 µM; recombinant caTPT1, FP RNA substrate dephosphorylation; 300,000 compounds, 0.81% hits;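 active means inhibition above the mean of all tested compounds plus 3 SD, set per screening campaign, cut at about 24% in these data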;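 further: plate controls were DMSO alone for no effect and ferristatin control at 100 nM for full effect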
# EBNA-1 inh = blocks EBNA-1 binding to DNA | EBNA-1 DNA binding, fluorescence polarization | 300,000 compounds, 0.34% hits | inhibition, % at 14.8 µM; in the data active means inhibition above about 28%
# PREPL inhibitor = inhibits the human prolyl oligopeptidase-like enzyme; Q4J6C6; recombinant PREPL, fluorescence polarization activity-based probe; inhibition, % at 5.96 µM; 320,000 compounds, 0.68% hits; AID 2751; in the data active means inhibition above about 43%;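 further: 0% = enzyme with DMSO and 100% = wells lacking enzyme; many of its hits are not listed in these tables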
# Fh CTSL1 inh = blocks F. hepatica cathepsin L1 in PFM18AAP counter-screen; recombinant F. hepatica cathepsin L1, Z-Leu-Arg-MCA fluorescence; inhibition, % at 5.96 µM; 300,000 compounds, 0.49% hits; AID 1906;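 active means inhibition above the mean of all tested compounds plus 3 SD, set per screening campaign, cut at about 17% in these data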;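 further: 0% = plate median of test compound wells and 100% = 1 µM Z-Phe-Ala-diazomethylketone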
# PP1 counter = blocks human PP1-alpha phosphatase, a PP5 counter-screen; P62136; purified PP1alpha, OMFP fluorescence; inhibition, % at 6.7 µM; 320,000 compounds, 0.9% hits; AID 2235;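 active means inhibition above the mean inhibition of all tested compounds plus 3 SD, computed separately for each screening campaign, cut at about 15% in these data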
# Target sequence (P62136 whole entry, looked up): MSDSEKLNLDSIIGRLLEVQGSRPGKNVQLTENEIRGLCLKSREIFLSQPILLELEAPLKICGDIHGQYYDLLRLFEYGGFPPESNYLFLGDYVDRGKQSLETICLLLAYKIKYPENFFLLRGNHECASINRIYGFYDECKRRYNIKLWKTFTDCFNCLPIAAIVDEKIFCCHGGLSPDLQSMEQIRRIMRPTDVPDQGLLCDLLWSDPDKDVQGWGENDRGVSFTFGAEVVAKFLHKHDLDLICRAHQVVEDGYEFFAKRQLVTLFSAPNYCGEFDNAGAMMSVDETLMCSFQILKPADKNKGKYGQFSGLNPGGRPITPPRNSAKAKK
# PP5 primary = PP5 (human) phosphatase inhibition; 320,000 compounds, 0.18% hits; inhibition, % at 6.7 µM; P53041; purified PP5c, OMFP substrate fluorescence; AID 1987;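 active means inhibition above the campaign's mean inhibition across all tested compounds plus 3 SD, cut at about 9.5% in these data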;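 further: 0% = DMSO only and 100% = 100 µM cantharidin control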
# Target sequence (P53041 whole entry, looked up): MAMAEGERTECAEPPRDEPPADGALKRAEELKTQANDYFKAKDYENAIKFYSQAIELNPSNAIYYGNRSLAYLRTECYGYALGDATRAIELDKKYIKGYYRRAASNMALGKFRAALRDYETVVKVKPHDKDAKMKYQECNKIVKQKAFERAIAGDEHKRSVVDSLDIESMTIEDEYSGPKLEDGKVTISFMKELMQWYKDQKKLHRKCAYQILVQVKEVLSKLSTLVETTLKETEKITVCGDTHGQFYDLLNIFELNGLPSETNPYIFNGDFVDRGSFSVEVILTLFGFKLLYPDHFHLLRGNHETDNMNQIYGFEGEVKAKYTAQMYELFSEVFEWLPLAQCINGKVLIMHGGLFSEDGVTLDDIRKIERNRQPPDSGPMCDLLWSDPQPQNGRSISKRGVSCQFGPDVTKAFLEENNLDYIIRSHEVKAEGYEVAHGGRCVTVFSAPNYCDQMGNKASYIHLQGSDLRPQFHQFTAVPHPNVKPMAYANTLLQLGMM
# Numbers without * were called inactive; . = no result given; & = joins results of further samples.
structure	HCV core dimer	Efflux pump mplx	ZTA counter	TPT1 inh	EBNA-1 inh	PREPL inhibitor	Fh CTSL1 inh	PP1 counter	PP5 primary
O=C(NC(N1CCOCC1)C(Cl)(Cl)Cl)c1ccc(Br)cc1 (centres undefined)	0	0.1	8	4	-6	4	-1	-4	-0.7
COCCN(C(=O)COC(=O)C1(c2ccccc2)CC1)c1c(N)n(CC(C)C)c(=O)[nH]c1=O	1	-0.3	-4	-3	5	1	1	-3	0.3
C=CCNC(=O)CN1C(=O)NC(C)(c2ccc(OC)cc2)C1=O (centres undefined)	-2	-0.2	2	-1	0	-1	-1	-1	-1.8
O=C(NCCCn1ccnc1)C1CCCN(S(=O)(=O)c2cc(Cl)ccc2Cl)C1 (centres undefined)	-9	-0.1	-17	-4	0	5	-5	0	0.4
CC(C)CNS(=O)(=O)c1ccc(CCC(=O)N2CCN(Cc3ccccc3)CC2)cc1	2	-0.1	1	-1	-2	8	-3	-1	2.1
CCOc1ccc(C(=O)COC(=O)CC)cc1	-8	-0.1	-9	-3	-6	-9	-9	1	0.6
Cc1cc(NC(=O)c2ccc(Cl)cc2)c(C(C)C)cc1O	-2	-0.1	-4	-1	-2	14	1	-2	0.9
CC(C)C(C(=O)Nc1ccc(N2CCOCC2)cc1)N1C(=O)c2ccccc2C1=O (centres undefined)	-13	-0.1	6	-2	4	5	2	1	1.4
CC(=O)N1CCCc2cc(S(=O)(=O)N3CCCC(C)C3)ccc21 (centres undefined)	8	-0.2	3	-1	6	-6	1	-3	0.3
Cc1ccc(OCC(=O)NCCNC(=O)c2ccco2)cc1C	-9	0.1	-10	2	-3	4	-1	1	1.7
Brc1ccc(CN2CC[C@H]3C=CCc4cccc(c43)C2)cc1	.	-0.3	4	.	.	9	.	0	-0.5
COc1cccc(C(=O)NNC(=O)c2ccccc2-n2cccc2)c1	-4	0.0	-13	-1	-2	5	-3	-1	-1.1
CCC(Cc1ccccc1)NS(=O)(=O)c1ccc2c(c1)NC(=O)CS2 (centres undefined)	6	0.0	1	-1	-5	3	1	1	2.9
O=C(Nc1ccccc1Cl)c1ccc2nsnc2c1	0	-0.1	-11	-2	5	-14	-5	0	3.5
O=C(COC(=O)Cc1ccccc1F)Nc1ccc(F)cc1F	7	0.1	8	0	4	-1	-9	-5	-2.7
Cn1c(=O)c(C(=O)NCc2ccc(Cl)cc2)c(O)c2ccccc21	-9	-0.1	-13	-4	-11	10	2	-1	1.4
O=C(O)CCCC(=O)Nc1nc(-c2ccc(F)cc2)cs1	1	-0.1	-6	1	1	-9	-1	0	-0.6
CN1/C(=C\C(=O)COC(=O)c2ccc(O)c(O)c2)C(C)(C)c2ccccc21	8	-0.2	20	-9	6	-42	-1	-3	0.4
O=C(O)CCCCCNc1nc(-c2ccccc2)nc2ccccc12	1	0.0	-16	0	-3	-3	-3	-1	1.8
Cc1ccc(C(=O)Nc2cccnc2)cc1S(=O)(=O)N1CCCCC1	2	-0.1	-6	-1	9	5	0	-2	-4.5
COc1ccc(CCCc2nnc(SCc3nc4ccccc4c(=O)[nH]3)n2C)c(C)c1	-3	-0.2	-6	-2	-5	12	4	-2	1.2
Fc1ccc(Cn2nnnc2CN2CCc3ccccc3C2)cc1	7	0.0	4	-3	11	-23	5	-1	2.3
CC(=O)c1c(C)[nH]c(C(=O)NCCc2ccccc2)c1C	-7	-0.1	-13	-2	-2	25	-6	-2	2.8
COC(=O)c1ccc(C(=O)NC(=S)Nc2nc3c(s2)CC(C)CC3)cc1 (centres undefined)	1	1.5	-3	0	2	6	-7	-3	0.6
Cc1[nH]c(=O)[nH]c(=O)c1S(=O)(=O)N(C)Cc1ccccc1	2	0.0	5	-3	-12	2	-1	1	1.5
COc1cc(NC(=O)C2CCCN(S(=O)(=O)c3ccc4c(c3)CCCN4C(C)=O)C2)cc(OC)c1 (centres undefined)	-1	0.5	8	0	-15	5	-2	-7	-2.4
CCC(C)(C)NC(=O)C(c1ccc(C)cc1)N(Cc1ccco1)C(=O)CCC(=O)Nc1nccs1 (centres undefined)	1	-0.3	-3	1	-7	7	-3	-4	2.0
O=C(c1ccccc1C(=O)N(c1ccccc1)c1ccccc1)N1CCCCC1	1	0.8	-9	0	9	13	0	-1	0.6
Cc1ccc(CNC(=O)[C@@H](NC(=O)C2CCN(C(=O)[C@@H]3CCCN3)CC2)C(C)C)cc1	-1	-0.1	6	-4	-7	3	1	-5	0.6
C=CCOn1c(=O)c(-c2ccc(Br)cc2)[n+]([O-])c2ccccc21	-14	-0.2	0	-4	-21	-11	-2	-1	0.6
CCCCC(=O)NC(c1ccccc1Cl)c1ccc2cccnc2c1O (centres undefined)	0	0.0	-3	-1	1	-2	-2	27*	3.0
O=C(Oc1ccc2ccc(OC(=O)N3CCOCC3)cc2c1)N1CCOCC1	2	0.0	12	-2	5	2	1	-1	-0.5
Cc1cc(C)n2nc(C(=O)OCC(=O)NNC(=O)c3ccccc3)nc2n1	.	-0.2	0	.	.	12	.	-1	0.5
Cc1cccc(CCNC(=O)CC2C(=O)NCCN2Cc2ccc(F)c(F)c2)n1 (centres undefined)	6	0.0	4	-4	7	5	-2	-3	-1.0
CC(=O)Oc1ccc([N+](=O)[O-])cc1N1C(=O)c2ccccc2C1=O	-5	-0.1	-17	1	2	6	3	2	1.4
COc1ccc(N2C(=NC(=O)C3CC3)SC3CS(=O)(=O)CC32)cc1Cl (centres undefined)	5	-0.1	-12	-3	-7	-7	-4	2	1.9
O=C(COC(=O)c1ccc2ccccc2c1O)NCC(F)(F)F	-6	-0.1	-17	-3	2	4	1	-3	0.8
Cc1cc(/C=C2/SC(=O)NC2=O)c(C)n1-c1ccc(N2CCOCC2)cc1	6	0.1	-10	-5	-9	7	2	1	2.6
c1ccc(-c2cc(N3CCOCC3)nc3ccccc23)cc1	0	1.1	-12	3	-10	8	-2	2	5.1
Cc1c(/C(O)=C2\C(=O)C(=O)N(CCN(C)C)C2c2ccco2)cnn1-c1ccccc1 (centres undefined)	-2	0.0	-16	-2	-1	-11	-5	-3	-0.1
CC(=O)c1cccc(NC(=O)CC(C)n2ccnc2)c1 (centres undefined)	-1	-0.2	3	2	16	-8	-4	-3	-3.9
CCCCCCCCc1nc(=S)[nH][nH]1	6	-0.1	-6	0	-6	-18	-3	-5	0.7
CC(C)CN(C(=O)CSc1nn(-c2ccc(Cl)cc2)c(=S)s1)C1CCS(=O)(=O)C1 (centres undefined)	7	-0.1	-8	-5	-6	13	0	1	3.5
COc1ccc(C2=NN(c3ccccc3)C(c3cn(CCC(=O)O)nc3-c3ccccc3)C2)cc1 (centres undefined)	19	0.1	12	3	4	1	3	24*	1.7
O=C(CN1C(=O)c2ccccc2S1(=O)=O)c1ccc2c(c1)OCCCO2	-2	0.0	-2	-1	-4	3	7	-2	1.8
Cc1ccc2nc(-c3cccnc3)cc(C(=O)N3CCN(c4ccc([N+](=O)[O-])cc4)CC3)c2c1	14	-0.3	3	1	-4	-32	4	2	4.6
S=C(NC1CCCCCC1)NC1CCCC1	-13	-0.1	-10	1	-10	1	-7	2	2.5
CCCCCC(=O)Nc1cc(S(=O)(=O)N2CCOCC2)ccc1Oc1ccc(OCC)cc1	6	0.5	-4	-1	1	0	0	1	2.9
CCCOc1ccc(N2C(=O)CC(N(Cc3ccco3)C(=O)CCC(=O)O)C2=O)cc1 (centres undefined)	0	-0.1	-10	-2	-11	10	2	4	0.8
C/C=C/C=N/Nc1nc(-c2ccc([N+](=O)[O-])cc2)cs1	36	-0.1	5	0	-7	10	2	15	1.2
Cc1cc(N2CCC(C(=O)N3CCN(c4cccc(C)c4C)CC3)CC2)n2ncnc2n1	2	0.1	-3	-2	-8	27	0	3	2.4
Cc1ccc2cn[nH]c2c1NC(=S)NC(=O)c1ccccc1	-5	-0.2	-15	-1	11	-5	-1	0	2.3
COc1cc2c(cc1NC(=O)CN1C(=O)NC3(CCc4ccccc43)C1=O)oc1ccccc12 (centres undefined)	30	0.1	20	-3	14	-13	4	3	1.9
CCCOc1ccc(Cc2nn[nH]n2)cc1	-7	-0.1	-1	-7	1	6	-1	3	1.7
CCOC(=O)[C@H]1[C@H]2COc3ccc(C)cc3[C@@H]2N2C(=O)CN(CC3CCCO3)C(=O)[C@@]12C (some centres undefined)	.	0.0	-22	.	.	9	.	-3	0.6
O=C(NCC1CCCO1)c1onc(CSc2cccc(Cl)c2)c1C(=O)O (centres undefined)	6	.	-6	-1	-3	-9	-3	-1	1.8
Cn1c(C(=O)N2CCN(Cc3ccc4c(c3)OCO4)CC2)cc2sccc21	0	0.4	6	-2	-2	28	0	4	3.9
CCOC(=O)c1oc2ccc(S(=O)(=O)Nc3ccc4c(c3)n(C)c(=O)n4C)cc2c1C	3	0.1	3	-3	-6	-8	0	-1	2.0
CC1CN(c2oc(-c3ccco3)nc2S(=O)(=O)c2ccccc2)CC(C)O1 (centres undefined)	-7	0.1	10	2	0	-9	3	-3	3.6
CS(=O)(=O)N(CCc1ccccc1)CC(=O)Nc1ccc2c(c1)OCO2	9	0.1	-21	3	-3	-5	6	-2	-0.4

# Profiles, looked up by structure.
# CCCOc1ccc(N2C(=O)CC(N(Cc3ccco3)C(=O)CCC(=O)O)C2=O)cc1 (centres undefined) is entered as HCV core dimer: 0; Efflux pump mplx: -0.1; ZTA counter: -10; TPT1 inh: -2; EBNA-1 inh: -11; PREPL inhibitor: 10; Fh CTSL1 inh: 2; PP1 counter: 4; PP5 primary: 0.8
# CCCOc1ccc(Cc2nn[nH]n2)cc1 is entered as HCV core dimer: -7; Efflux pump mplx: -0.1; ZTA counter: -1; TPT1 inh: -7; EBNA-1 inh: 1; PREPL inhibitor: 6; Fh CTSL1 inh: -1; PP1 counter: 3; PP5 primary: 1.7

# Next part:
structure	HCV core dimer	Efflux pump mplx	ZTA counter	TPT1 inh	EBNA-1 inh	PREPL inhibitor	Fh CTSL1 inh	PP1 counter	PP5 primary
CC(C)Cn1nc(NC(=O)c2cccs2)c2cc3ccccc3nc21	-6	-0.1	-8	1	-12	2	9	-1	3.9
O=C(CC(c1ccco1)C1CCCCC1=O)c1ccccc1 (centres undefined)	-1	0.0	17	0	9	0	52*	0	-0.9
COCc1c(C(=O)OCC(=O)Nc2ccc(OC(F)F)cc2)oc2ccccc12	.	0.1	-1	.	.	6	.	10	4.8
C[n+]1ccccc1/C=N/O	-10&-6	-0.1&-0.1	6&14	1&3	-5&9	-11&23	0&3	-12&-3	5.6&-2.3
CC(C)CN(C)C(=O)CC1C(=O)NCCN1C (centres undefined)	-8	-0.2	6	-1	7	-7	-2	-4	0.1
O=S(=O)(NCC1CCCO1)c1ccccc1 (centres undefined)	6	-0.1	-13	-3	-2	5	0	-3	1.2
C=CCn1c(SCc2nc3scc(-c4ccccc4)c3c(=O)[nH]2)nnc1-c1ccccc1F	19	0.0	2	10	11	-14	-3	4	2.5
O=C(CSc1nnc(-c2cccs2)n1Cc1ccco1)Nc1ccc2c(c1)OCO2	4	0.0	3	-1	7	14	-2	1	-0.1
O=C(NCCCN1CCOCC1)c1ccc(S(=O)(=O)Nc2ccccc2F)cc1	2	0.0	-6	1	-21	-7	-3	10	-1.0
CN(CCc1ccccn1)C(=S)Nc1cccc(S(=O)(=O)N(C)C)c1	-4	-0.1	-3	1	-6	2	0	3	2.4
CCOc1ccc(/C=N/Nc2nc(N3CCCC3)nc(N3CCCC3)n2)cc1OC	-1	0.1	-11	-1	8	14	0	6	-0.8

# This is a subset, so the mix of outcomes need not match the whole.
